# CHRM4 antagonist: human M4 muscarinic receptor antagonists, primary screen, CHO cells, Fluo-8 calcium fluorescence | Muscarinic acetylcholine receptor M4 (Homo sapiens), P08173 | CHO-hM4 cells, ACh EC80 | inhibition, % at 3 µM | hit rate 0.73% among 360,000 | AID 624125, 2012;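 active = inhibition above its plate's cutoff, the mean inhibition of sample wells plus 3 SD, cut at about 27% in these data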;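 note: 0% = acetylcholine EC80 with DMSO and 100% = DMSO without agonist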
# M4 ag: human M4 muscarinic receptor agonists, primary screen, CHO-K1 cells, Fluo-8 calcium fluorescence; hit rate 0.14% among 360,000; activation, % at 3 µM; CHO-K1 hM4/Gqi5; vehicle 0%, full acetylcholine response 100%;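 active = activation above the run mean over all test wells plus 3 SD, cut at about 32% in these data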;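 note: peak over basal fluorescence ratio per well then scaled between controls; 0% = DMSO wells and 100% = acetylcholine at EC100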
# M5 ag: human M5 muscarinic receptor agonists, primary screen, CHO-K1 cells, Fluo-8 calcium fluorescence | Muscarinic acetylcholine receptor M5 (Homo sapiens), P08912 | CHO-K1 hM5 cells; 0% DMSO wells, 100% maximal acetylcholine response | activation, % at 3 µM | hit rate 0.19% among 360,000 | AID 624037, 2012;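 active = activation above the run's mean over test compounds plus 3 SD, cut at about 23% in these data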;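 note: signal is peak over basal fluorescence ratio across the kinetic read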
# IDE inh: human IDE inhibitors in live cells, primary screen, fluorescence polarization, HEK cells, FAbetaB substrate; Insulin-degrading enzyme (Homo sapiens), P14735; FAbetaB cleavage; inhibition, % at 5.59 µM; hit rate 0.41% among 320,000;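 active = percent inhibition above the average of all tested compounds plus 3 SD, set per screening campaign, cut at about 16% in these data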;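 note: IDE supplied by intact live HEK cells; FP after avidin binding of uncleaved biotin substrate so inhibition keeps polarization high; 0% = DMSO wells and 100% = 60 µM reference IDE inhibitor Ii1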
# Target sequence (P14735 whole entry, looked up): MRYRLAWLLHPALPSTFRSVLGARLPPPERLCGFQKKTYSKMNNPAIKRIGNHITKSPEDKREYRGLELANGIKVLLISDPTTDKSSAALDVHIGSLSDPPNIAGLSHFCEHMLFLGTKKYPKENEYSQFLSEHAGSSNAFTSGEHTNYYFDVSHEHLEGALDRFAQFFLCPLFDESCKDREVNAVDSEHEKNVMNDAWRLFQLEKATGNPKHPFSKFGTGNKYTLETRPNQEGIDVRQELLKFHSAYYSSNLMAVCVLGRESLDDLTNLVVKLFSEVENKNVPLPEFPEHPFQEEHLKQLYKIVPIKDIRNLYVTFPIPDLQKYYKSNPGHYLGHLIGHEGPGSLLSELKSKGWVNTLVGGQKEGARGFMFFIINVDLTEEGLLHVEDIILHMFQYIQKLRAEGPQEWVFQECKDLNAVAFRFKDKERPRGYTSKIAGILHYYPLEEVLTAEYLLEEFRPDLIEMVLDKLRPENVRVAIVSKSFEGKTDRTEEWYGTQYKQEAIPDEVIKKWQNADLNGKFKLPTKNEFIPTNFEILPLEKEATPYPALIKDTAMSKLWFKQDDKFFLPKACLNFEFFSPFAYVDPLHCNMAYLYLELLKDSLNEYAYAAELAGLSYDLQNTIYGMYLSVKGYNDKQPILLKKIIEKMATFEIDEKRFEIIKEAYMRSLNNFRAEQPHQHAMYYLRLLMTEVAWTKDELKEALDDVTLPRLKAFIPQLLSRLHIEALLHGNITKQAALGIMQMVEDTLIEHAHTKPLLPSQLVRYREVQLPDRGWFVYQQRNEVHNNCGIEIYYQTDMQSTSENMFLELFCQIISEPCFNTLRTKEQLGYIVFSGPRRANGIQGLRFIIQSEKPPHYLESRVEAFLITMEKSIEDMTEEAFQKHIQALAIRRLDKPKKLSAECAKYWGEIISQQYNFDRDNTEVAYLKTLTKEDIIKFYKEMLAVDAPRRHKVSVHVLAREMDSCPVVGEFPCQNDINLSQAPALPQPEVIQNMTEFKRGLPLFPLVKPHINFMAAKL
# M5 PAM: human M5 muscarinic receptor positive allosteric modulators, primary screen, CHO-K1 cells, Fluo-8 calcium fluorescence | Muscarinic acetylcholine receptor M5 (Homo sapiens), P08912 | CHO-K1 hM5, ACh EC20 PAM; 0% = ACh EC20, 100% = ACh EC100 | activation, % at 3 µM | hit rate 0.3% among 360,000;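 active = activation above the run cutoff, the mean activation of all test compounds plus 3 SD, cut at about 18% in these data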
#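 System: CHO-K1 cell line with stable human muscarinic M5 receptor expression | Also added: EC20 acetylcholine as agonist stimulus | Compound: One concentration, 3 µM final (nominal) | Timing: Fluo-8 loading 80 min at 37 °C plus 30 min room temperature | Measured by: Fluo-8 calcium dye fluorescence, kinetic read | Read-out basis: % activation, ACh-normalized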
# CRFR2-BP antag: antagonists of CRF-BP/CRF-R2 complex, primary screen, cell-based, HEK293, calcium dye fluorescence, uHTS. CRF-induced calcium fluorescence. hit rate 0.59% among 350,000. inhibition, % at 11.8 µM;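 active = inhibition of the ligand-induced calcium signal above about 50% at the single tested concentration, limit read from the data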
# M4 PAM: human M4 muscarinic receptor positive allosteric modulators, primary screen, CHO-K1 cells, Fluo-8 calcium fluorescence | Muscarinic acetylcholine receptor M4 (Homo sapiens), P08173 | CHO-K1 hM4/Gqi5, ACh EC20; 0% = ACh EC20, 100% = maximal ACh | activation, % at 3 µM | hit rate 0.4% among 360,000;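 active = activation above its plate's cutoff, the mean activation of sample wells plus 3 SD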; note: some results filed as inactive read as strong as hits
# CRFBP-R2 agonist: agonists of CRF-BP/CRF-R2 complex, primary screen, cell-based, HEK293, calcium dye fluorescence, uHTS; CRF-binding protein / CRF receptor 2 complex (human); calcium dye fluorescence (FLIPR); percent of saturating CRF peptide response; activation, % at 13.2 µM; hit rate 0.46% among 350,000; AID 588473, 2011;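 active = activation of at least 50%, plus an integration ratio under a set limit after plate pattern correction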;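 note: plate controls were neutral control wells without compound for no effect and CRF at EC100 for full effect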
# M5 antag: human M5 muscarinic receptor antagonists, primary screen, CHO cells, Fluo-8 calcium fluorescence; Muscarinic acetylcholine receptor M5 (Homo sapiens), P08912; CHO-hM5 cells, ACh EC80; inhibition, % at 3 µM; hit rate 0.59% among 360,000;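 active = inhibition above a per-plate cutoff, the mean of that plate's test compounds plus 3 SD, cut at about 27% in these data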;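 note: 0% = acetylcholine EC80 with DMSO and 100% = DMSO without agonist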
# The depositor's hits bear a star; x = not tested or not shown.
SMILES,CHRM4 antagonist,M4 ag,M5 ag,IDE inh,M5 PAM,CRFR2-BP antag,M4 PAM,CRFBP-R2 agonist,M5 antag
Cc1cc(C)cc(N(CC(=O)N2CCc3ccccc32)S(=O)(=O)c2c(C)noc2C)c1,4,0,-1,2,4,6,1,2.9,-3
CCOc1cc(/C=C\[N+](=O)[O-])ccc1OCC(=O)N1CCOCC1,-5,4,-4,-2,1,-19,6,2.4,14
C=C(C)C1Cc2c(C)nn(-c3ccccc3)c2C1 (configuration not stated),6,-1,1,0,-2,5,-1,0.1,1
CC(C)c1cc(CN2CCN(C3CCCC3)C(CCO)C2)[nH]n1 (configuration not stated),1,0,-3,-3,8,33,-5,-5.4,5
C=CCOCC(O)CS(=O)(=O)Cc1ccc(Cl)cc1 (configuration not stated),-3,0,2,-1,6,-3,0,-2.4,-2
CC(Cc1ccccc1)=NNc1ccc([N+](=O)[O-])cc1[N+](=O)[O-],0,6,6,x,-3,-12,-2,0.4,10
COc1cc(OC)cc(Oc2ccc(S(=O)(=O)N3CCCCC3)cc2[N+](=O)[O-])c1,-6,1,-5,2,-8,10,-5,0.4,8
COc1ccc(S(=O)(=O)Nc2cccc(S(=O)(=O)N3CCCC3)c2)cc1OC,-15,1,2,-1,-1,7,2,-3.6,-1
CCN(CC)C(=O)[C@H]1CC(CC(=O)NCCc2ccccn2)C(=O)N2CCc3c([nH]c4ccccc34)[C@]12C (some centres not stated),-5,0,-1,0,3,-19,0,-1.7,-1
CCCCN(C(=O)CSc1nnc(-c2ccc(OC)cc2)n1C(C)C)c1c(N)n(Cc2ccccc2)c(=O)[nH]c1=O,-12,0,-4,-2,-4,18,6,-2.1,4
COC(=O)Nc1ccc(SCC(=O)c2cccc([N+](=O)[O-])c2)cc1,8,4,0,-2,-1,34,-4,0.6,-9
C=CCn1c(N)c(C(=O)Nc2cccc(C)c2)c2nc3ccccc3nc21,2,4,-1,2,10,-78,4,0.4,-3
CC(C)(C)c1[nH]nc2c1C(c1ccsc1)C(C#N)=C(N)O2 (configuration not stated),-11,2,-3,5,2,-50,5,-0.7,-4
CS(=O)(=O)N1CCN(c2ccc(NC(=O)c3ccccc3)cc2)CC1,-1,1,-2,0,-1,-12,0,0.7,5
Fc1ccc(Nc2nnc(C(F)(F)F)s2)cc1,3,1,4,-3,3,15,8,2.8,3
CCOC(=O)N1CCN(CC(O)COCCC23CC4CC(CC(C4)C2)C3)CC1 (configuration not stated),-1,2,-5,2,-3,1,-2,3.6,1
NC(=O)CC(NC(=O)Cc1ccc(Cl)cc1)c1ccc(NC2CCCCC2)c([N+](=O)[O-])c1 (configuration not stated),-21,-1,-3,-2,0,-6,9,-2.1,-1
CC(C)Cc1nc2oc3c(NCc4cccnc4)ncnc3c2c2c1CCC2,6,-2,-4,-6,3,2,9,1.0,-3
O=C(c1ccccc1)c1ccc(OCC(O)CN2CCOCC2)cc1 (configuration not stated),1,1,-1,0,-2,4,0,-0.4,7
CCCN1CCN(C(=O)c2oc3c(Cl)cccc3c2C)CC1,-22,6,-6,-6,4,-16,7,-1.1,7
O=C(Nc1ccccc1N1CCOCC1)c1ccc2c(c1)OCO2,-16,4,1,4,1,1,2,-0.7,3
COc1ccccc1NC(=O)CSCc1nc2ccccc2[nH]1,-4,2,-2,-8,-2,-33,21*,3.4,-1
Cc1ccc(CNC(=O)c2c(-c3ccccc3Cl)noc2C)cc1,-22,2,-3,-1,-3,17,9,-1.0,-2
CC1(C(=O)NS(=O)(=O)Cc2ccccc2)CCN1C(=O)Cc1ccccc1Cl (configuration not stated),15,0,1,x,-5,x,-1,x,7
Cc1ccc(NCc2ccc([N+](=O)[O-])s2)cc1,4,1,-4,1,0,4,-5,0.2,11
# Continuation:
SMILES,CHRM4 antagonist,M4 ag,M5 ag,IDE inh,M5 PAM,CRFR2-BP antag,M4 PAM,CRFBP-R2 agonist,M5 antag
COC(=O)CN1C(=S)N(c2ccc(Cl)cc2)C(=O)C1CC(=O)Nc1ccccc1 (configuration not stated),9,24,0,-6,-7,-12,-12,-3.1,7
O=C(CCNC(=O)c1ccc(Cl)cc1)Nc1nc2ccccc2[nH]1,-1,0,1,1,-1,-7,2,-0.4,9
CCOc1ccc(C(O)(c2ccccc2OC)C(CN2CCCC2)c2ccccc2)cc1 (configuration not stated),8,3,-16,4,3,-25,-6,1.0,-3
Cc1cccc(COCC(CC(C)C)N2CCN(C(=O)c3ccc(C(C)(C)C)cc3)CCC2=O)c1 (configuration not stated),2,6,0,5,-4,5,-3,-0.2,11
CCOC(=O)c1sc(NC(=O)c2ccc(OC)cc2)nc1C,9,3,1,0,6,13,1,-0.4,-2
O=C(Nc1cccc(-c2cn3ccccc3n2)c1)c1cccc(Cl)c1,2,10,-7,6,-7,-4,1,1.5,21
COc1ccc(C=C2CCc3ccccc3C2=O)cc1,-7,0,-3,x,-9,x,9,x,1
O=C(NNC(=O)c1ccc(F)cc1F)c1ccc(-n2cnnn2)cc1,-9,0,-4,0,1,3,10,2.9,-8
COc1cccc(C(=O)NC(=S)Nc2ccccc2N2CCCC2)c1,-16,0,-3,0,-2,-17,8,4.3,-8
Cc1ccc(S(=O)(=O)CNC(=S)c2cccc(C)c2)cc1,-2,1,-1,3,-1,15,8,0.6,-5
Cc1sc(NC(=O)C2CCCCC2C(=O)O)c(C(N)=O)c1-c1ccc(C(C)C)cc1 (configuration not stated),-5,-1,4,7,-1,22,11,19,-2
Cc1ccc(C(=O)NCCc2nnc3ccc(SCC(=O)NCc4ccc(F)cc4)nn23)cc1,-3,1,-1,-2,5,4,-1,-1.6,-2
COc1ccnc(Oc2ccc(F)cc2)c1C(=O)N/C=N/OCc1ccc(Cl)cc1Cl,12,7,3,-3,-8,-26,-18,5.7,10
Cc1ccc(C2(C)NC(=O)N(CC(=O)NC(=O)NCCC(C)C)C2=O)cc1 (configuration not stated),7,3,3,-6,0,-13,3,0.3,2
CC(=O)N1CCc2cc(Br)cc(S(=O)(=O)CCC(=O)Nc3c(C)n(C)n(-c4ccccc4)c3=O)c21,5,1,2,0,5,5,-3,4.1,4
O=C(CCC(=O)N1CCOc2ccccc21)NC1CCN(Cc2ccccc2)CC1,-23,0,-4,2,-3,16,-8,-1.3,-4
CCn1nnc(NC(=O)Cc2ccc(Cl)cc2)n1,4,1,0,1,2,-1,-1,-1.0,4
CN(Cc1ccccc1)c1ccc2nnc(-c3ccccc3)n2n1,-13,3,1,-2,3,7,3,-0.1,-1
Cc1cc2ncn(CCC(=O)NC3CCCC3)c2cc1C,5,1,0,2,6,18,0,-0.5,-3
COCC(C)n1c(SCC(=O)N2CCc3ccccc3C2)nc2ccccc2c1=O (configuration not stated),-3,-1,-4,-1,-4,-11,-8,-2.9,4
Cc1ccc(-c2cccc(CN3CCN(C(C)C)C(CCO)C3)c2)o1 (configuration not stated),4,1,-10,-1,3,5,-14,-1.5,-4
O=c1[nH]cnc2sc3c(c12)CCCCC3,2,2,6,9,-5,-20,4,-0.5,0
COc1cc(C(=O)NC(C)C2CC3CCC2C3)ccc1OC(F)F (configuration not stated),-1,0,-11,4,5,12,2,-0.6,4
COc1ccc(-c2nc3ncccc3n2O)cc1,3,0,-2,5,-3,-1,-4,1.1,11
OCC(O)CNC(=S)NC1CCCCC1 (configuration not stated),-5,2,-4,1,-6,7,1,-0.5,-4

# Arranged by length of the SMILES (rising): part of the list above
SMILES,CHRM4 antagonist,M4 ag,M5 ag,IDE inh,M5 PAM,CRFR2-BP antag,M4 PAM,CRFBP-R2 agonist,M5 antag
OCC(O)CNC(=S)NC1CCCCC1 (configuration not stated),-5,2,-4,1,-6,7,1,-0.5,-4
COc1ccc(C=C2CCc3ccccc3C2=O)cc1,-7,0,-3,x,-9,x,9,x,1
Cc1cc2ncn(CCC(=O)NC3CCCC3)c2cc1C,5,1,0,2,6,18,0,-0.5,-3
CCOC(=O)c1sc(NC(=O)c2ccc(OC)cc2)nc1C,9,3,1,0,6,13,1,-0.4,-2
CN(Cc1ccccc1)c1ccc2nnc(-c3ccccc3)n2n1,-13,3,1,-2,3,7,3,-0.1,-1
O=C(Nc1cccc(-c2cn3ccccc3n2)c1)c1cccc(Cl)c1,2,10,-7,6,-7,-4,1,1.5,21
Cc1ccc(C2(C)NC(=O)N(CC(=O)NC(=O)NCCC(C)C)C2=O)cc1 (configuration not stated),7,3,3,-6,0,-13,3,0.3,2
COc1ccnc(Oc2ccc(F)cc2)c1C(=O)N/C=N/OCc1ccc(Cl)cc1Cl,12,7,3,-3,-8,-26,-18,5.7,10
COC(=O)CN1C(=S)N(c2ccc(Cl)cc2)C(=O)C1CC(=O)Nc1ccccc1 (configuration not stated),9,24,0,-6,-7,-12,-12,-3.1,7
Cc1sc(NC(=O)C2CCCCC2C(=O)O)c(C(N)=O)c1-c1ccc(C(C)C)cc1 (configuration not stated),-5,-1,4,7,-1,22,11,19,-2
Cc1cccc(COCC(CC(C)C)N2CCN(C(=O)c3ccc(C(C)(C)C)cc3)CCC2=O)c1 (configuration not stated),2,6,0,5,-4,5,-3,-0.2,11

# Additional entries follow.
SMILES,CHRM4 antagonist,M4 ag,M5 ag,IDE inh,M5 PAM,CRFR2-BP antag,M4 PAM,CRFBP-R2 agonist,M5 antag
CCn1c(O)c(N=NC(=O)c2ccc(CSc3nncn3C)cc2)c2ccccc21,0,7,2,4,-1,16,-12,-3.3,-6
COc1ccc(C)cc1S(=O)(=O)N(CC(=O)N1CCOCC1)c1cc(C)cc(C)c1,-6,1,-2,-2,2,-14,4,-0.4,-8
CC1CCCC(N2C(=O)NC(NC(=O)c3ccco3)(C(F)(F)F)C2=O)C1C (configuration not stated),3,2,-1,2,-2,-7,-1,-4.1,10
COc1ccc(Br)c(C(=O)N2CCN(S(=O)(=O)/C=C/c3ccccc3)CC2)c1,1,4,1,2,-2,0,-4,-0.3,5
Cc1c(C)n(CCO)c2ncnc(Nc3ccc(F)cc3)c12,-5,1,-1,2,-4,6,1,4.7,2
Cc1ccc(C(=O)CCC(=O)N2CCC(C(N)=O)CC2)cc1,0,1,0,1,2,-5,-1,-0.6,-1

# Assay outcomes (PubChem BioAssay)
